# p53 reactivator: restores transcriptional activity of mutant p53; Potency, µM (titrated, usually from 92.2 µM), for inactives: at the top dose activity change, positive = activation, hits mostly activators; 320,000 tested, 0.063% active; H1299 p53-A138V BP100-luciferase reporter, luminescence, 24 h; further: potency means the concentration at half of the fitted maximal effect; % of control where 0% means no effect; nearly all actives have a fitted effect of over 45% in size
#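 H1299 (p53-null), stable ts p53-A138V + BP100-Luc; 1000 cells/well, Opti-MEM/10% FBS; cpd 4 pt, 1:5; 24 h, 37 deg C, 5% CO2; detection reagent 10 min RT; luminescence.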
# uPA surface inh: inhibitors of cell surface uPA generation; Potency, µM (top dose mostly 38.3 µM), without a hit: at the top dose activity change, negative = inhibition, most hits filed as inhibitors; cell surface uPA generation assay, qHTS; 330,000 tested, 0.31% active; active means well fitted inhibition curve with a large enough effect; inconclusive means small, poorly fitted or top-dose-only effect; inactive means no such curve, though single readings can be large or run the other way; tested in mouse RAW 264.7 cells; further: potency means the concentration at half of the fitted maximal effect; on the % scale 0 is the no-effect control and ±100 the full control effect; nearly all actives have a fitted effect of over 55% in size
# ASM inhibitor: blocks human secretory acid sphingomyelinase | AID 504937 | P17405 | 340,000 tested, 0.006% active | placental ASM, HMU-PC fluorogenic substrate, 60 min | Potency, µM (titrated, usually from 57.5 µM), without a hit: at the highest dose activity change, negative = inhibition, actives largely listed as inhibitors; further: potency means the concentration at half of the fitted maximal effect
#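 qHTS format. ASM enzyme prepared from human placenta hydrolyses the fluorogenic substrate HMU-PC0 (9 uM final) over 60 min at 37 °C after a 10 min compound preincubation.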
# BRCA1 expr act: activators of BRCA1 expression | Potency, µM (doses to about 46.1 µM), for inactives: at the top dose activation, usual class: activators | AID 624202 | MCF7-BRCA1-FFLuc reporter, luminescence, 48 h; response scale: scaled: vehicle 0%, 10 µM genistein 100% | 380,000 tested, 1.1% active; further: potency means the concentration at half of the fitted maximal effect; nearly all actives have a fitted effect of over 80% in size; some results filed as inactive show a strong effect at the top dose
#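 MCF7-BRCA1-FFLuc, 2000 cells/well; 2 h attach, 37 °C/5% CO2; compound 48 h; luciferase substrate 15 min; luminescence end-point. Norm. to genistein 10 microM max activation and DMSO; concentration-response curves fitted.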
# Eya2 inh: blocks the phosphatase activity of human Eya2; Potency, µM (titrated, usually from 76.9 µM), without a hit: at the top dose activity, negative = inhibition, hits mostly inhibitors; O00167; 330,000 tested, 0.006% active; AID 488837; recombinant Eya2, OMFP fluorescence dephosphorylation (OMFP is methylfluorescein phosphate); further: potency means the concentration at half of the fitted maximal effect; on the % scale 0 is the no-effect control and ±100 the full control effect
# Target sequence (O00167 whole entry, looked up): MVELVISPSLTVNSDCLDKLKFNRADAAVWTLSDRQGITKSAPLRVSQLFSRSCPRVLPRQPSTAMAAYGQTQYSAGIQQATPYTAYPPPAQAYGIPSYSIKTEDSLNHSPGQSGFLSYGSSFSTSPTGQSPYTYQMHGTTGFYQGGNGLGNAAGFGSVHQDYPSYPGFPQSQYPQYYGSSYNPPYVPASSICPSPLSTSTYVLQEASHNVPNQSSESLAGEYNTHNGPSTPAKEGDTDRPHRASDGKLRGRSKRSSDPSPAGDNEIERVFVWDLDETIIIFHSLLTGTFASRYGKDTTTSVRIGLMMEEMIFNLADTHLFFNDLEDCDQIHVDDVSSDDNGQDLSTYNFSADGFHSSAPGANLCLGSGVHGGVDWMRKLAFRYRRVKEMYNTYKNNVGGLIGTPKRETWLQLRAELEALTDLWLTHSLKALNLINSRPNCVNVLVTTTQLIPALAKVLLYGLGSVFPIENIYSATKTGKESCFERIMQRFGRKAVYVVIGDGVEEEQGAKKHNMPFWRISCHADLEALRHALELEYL
#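 Eya2 (0.2 uM) preincubated 10 min at ambient with compound, then OMFP substrate added at 50 uM; 10 min reaction in 50 mM HEPES pH 7.5, 50 mM NaCl, 5 uM MgCl2, 0.05% BSA, 1 mM DTT. Fluorescence read at Ex 485/Em 525 nm.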
# B2AR arrestin: beta2AR (human) beta-arrestin recruitment activity | Potency, µM (highest dose often 46.1 µM), for inactives: top-dose activation, actives largely listed as activators | 330,000 tested, 0.02% active | beta-arrestin recruitment to beta2AR, cell-based reporter | P07550;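 further: potency means the concentration at half of the fitted maximal effect; 0% = DMSO controls and full agonism = EC100 isoproterenol or metaproterenol; nearly all actives have a fitted effect of over 65% in size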
# Target sequence (P07550 whole entry, looked up): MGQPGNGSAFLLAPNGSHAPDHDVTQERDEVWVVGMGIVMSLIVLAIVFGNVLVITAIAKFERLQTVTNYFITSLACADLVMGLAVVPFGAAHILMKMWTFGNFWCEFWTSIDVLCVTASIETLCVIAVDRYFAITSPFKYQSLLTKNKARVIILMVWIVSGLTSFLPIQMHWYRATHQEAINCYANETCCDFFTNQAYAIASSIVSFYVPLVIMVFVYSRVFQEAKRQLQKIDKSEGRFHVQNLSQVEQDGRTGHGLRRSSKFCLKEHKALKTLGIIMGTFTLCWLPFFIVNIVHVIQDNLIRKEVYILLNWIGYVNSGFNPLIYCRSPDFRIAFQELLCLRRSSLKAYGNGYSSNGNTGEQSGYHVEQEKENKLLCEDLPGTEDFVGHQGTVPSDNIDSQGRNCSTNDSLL
# PTAP TSG101 blk: blocks PTAP/TSG101 interaction to inhibit HIV-1 budding | Q99816 | Potency, µM (series often up to 115 µM), for inactives: top-dose activity change, negative = inhibition, actives largely listed as inhibitors | 340,000 tested, under 10 active | Fluorescence polarization, FITC-PTAP peptide / Tsg101 binding; active means well fitted inhibition curve with a large enough effect in the main read-out, with a control signal flat, not every such curve was filed as active; inconclusive means small, poorly fitted or top-dose-only effect, or effect the other way, or a change in a side signal; inactive means no such curve, though single readings can be large or run the other way; further: potency means the concentration at half of the fitted maximal effect; % of control where 0% means no effect
#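 Fluorescence polarization binding of Tsg101 binding domain (10 uM final) to FITC-labeled PTAP peptide (50 nM final) in HEPES pH 7.5 buffer with NaCl, Tween 20, EDTA, TCEP. Compounds added before peptide; binding 20 min at RT.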
# TRPV1 ag: activates the human vanilloid receptor TRPV1 | activation, % at 8.33 µM | 320,000 tested, 0.19% active | Q8NER1 | AID 540275 | TRPV1-expressing cells, Fluo-8 calcium influx, agonist mode; in the data active means activation above about 80%; inconclusive means between about 30% and that limit; further: 0% is about no effect
#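 TRPV1-expressing cells were cultured overnight at 35.5C and loaded with Fluo-8 calcium dye for 40 to 90 min at room temperature. After a 10 s baseline, compound was added and calcium influx was read kinetically for 3 min (ex 480/em 520 nm).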
# ELG1 genotox: inducers of genotoxicity in HEK293T ELG1-luciferase cells | Potency, µM (highest dose often 46 µM), without a hit: top-dose activity change, positive = activation, most hits filed as activators | HEK293T ELG1-luciferase reporter, luminescence, 16 h | 330,000 tested, 1.3% active; further: potency means the concentration at half of the fitted maximal effect; % of control where 0% means no effect; nearly all actives have a fitted effect of over 60% in size
#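 16 hr compound incubation (37 °C, 5% CO2) of HEK293T cells carrying luciferase-tagged ELG1; luciferase then measured by ONE-Glo luminescence after 30 min at RT.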
# USP2a inh: USP2a (human) protease inhibition; O75604; USP2 core, Ub-CHOP2 coupled fluorogenic reporter, 485/531; Potency, µM (top dose mostly 38.3 µM), for inactives: at the top dose activity change, negative = inhibition, usual class: inhibitors; 330,000 tested, 0.01% active; AID 463254;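 further: potency means the concentration at half of the fitted maximal effect; plate controls were DMSO wells for no effect and full inhibition by NEM control for full effect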
#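 USP2 core (10nM final) preincubated 30min RT with compound in 20mM Tris-HCl pH 8.0, 2mM CaCl2, 2mM beta-mercaptoethanol, 0.05% CHAPS; 25nM Ub-CHOP2 plus 25nM reporter substrate added, fluorescence (Ex485/Em531) read after 60min.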
# a7 integrin act: integrin-mediated muscular dystrophy alleviation activation; alpha7betagal myoblasts, beta-gal FDG fluorescence, 48 h; Potency, µM (highest dose often 38.3 µM), inactives show at the top dose activation, most hits filed as activators; 350,000 tested, 0.064% active; AID 624291;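 further: potency means the concentration at half of the fitted maximal effect; 100% = response of the positive control SU9516; nearly all actives have a fitted effect of over 60% in size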
#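 alpha7betagal+/- myoblasts (passage 13, 250/well) treated 48 h at 37C with compounds at 1:260 dilution of DMSO stock. Lysed, then beta-galactosidase activity read as FDG fluorescence (ex 480/em 540) after 30 min, with pre-read for autofluorescence.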
# * hit, by the source's call; ? = inconclusive; · = not tested or not shown; & = joins results of further samples; [ ] = remark or other dose. Unless noted, the call rests on the fitted dose curve; in most records, active means well fitted curve in the direction sought with a large enough effect; inconclusive means small, poorly fitted or top-dose-only effect, or another doubt; inactive means no such curve, though single readings can be large; an effect the other way counts as inactive or inconclusive.
structure	p53 reactivator	uPA surface inh	ASM inhibitor	BRCA1 expr act	Eya2 inh	B2AR arrestin	PTAP TSG101 blk	TRPV1 ag	ELG1 genotox	USP2a inh	a7 integrin act
CCN(CC)c1ncnc2c1sc1nc(C)cc(C)c12	5%	-7%	0%	-36%	-8%	0.3%	-6%	?	0%	3%	-32%
O=C(CCCN1C(=O)[C@H]2CC=CC[C@H]2C1=O)NCc1nc(-c2ccccc2)no1	-3%	4%	-1%	-17%	-22%	-0.3%	-5%	-2	2%	2%	20%
C=CCN1C(c2cccc(C(F)(F)F)c2)=CS/C1=C(/C#N)c1nnc(N2CCOCC2)n1-c1ccccc1	0%	0%	-2%	-14%	-16%	1.7%	-2%	6	-9%	4%	-32%[inhibitor]
COc1ccc(C(=O)Nc2ccc(S(=O)(=O)N3CCN(C)CC3)cc2)cc1	·	0%	-2%	1%	·	·	0%	·	·	·	15%
Cc1cccc(C)c1OCCOCCN1CCN(C)CC1	13%	1%&-7%	2%&7%	-2%&-35%	20%[15.4 µM]	0.0%	-1%&-1%	-1	-1%	-1%	-13%
O=C(NCc1ccco1)c1ccc(C(F)(F)F)cc1	16%	-4%	-2%	14%	2%	0.0%	2%	2	6%	-1%	?
Cn1c(=O)c2[nH]c(CCCCCCCc3nc4ccccc4[nH]3)nc2n(C)c1=O	·	-2%	1%	-39%	·	·	-2%	·	·	·	-42%
C/C(=N\NC(=O)Cc1c(C)[nH][nH]c1=O)c1ccc2ccccc2c1	6%	·	·	·	2%	-0.2%	·	-4	0%	0%	·
COc1cccc(CNC(=O)C2CC(=O)N(C3CCCCCCC3)C2)c1 (configuration not stated)	3%	2%	5%	14%	6%	0.2%	-1%	13	-1%[9.26 µM]	-1%	19%
Cn1c(=O)c2c(nc(SCC(=O)NCc3ccco3)n2C)n(C)c1=O	-8%	2%	2%	12%	14%	-0.2%	-5%	-1	0%	-4%	7%
CCN(c1ccccc1)c1cc(C)nc2nc(C)nn12	0%	-5%	6%	2%	-9%	-0.6%	1%	0	-1%	1%	17%
N#C/C(=C\c1ccc[nH]1)C(=O)c1ccccc1	17%	-1%	-3%	-6%	-15%	-0.7%	-3%	19	18%	4%	?
CC(C)OC(=O)CC(=O)CSc1nc2c(cc1C#N)CCCC2	·	0%	84%	2%	·	·	-2%	13	·	·	-2%
CCOc1ccc(-n2c(COc3ccc(C)cc3)nnc2SCC(N)=O)cc1	-3%	5%	-7%	7%	2%	0.2%	-2%	3	0%	-5%	10%
COc1ccc(-c2csc(-c3cc4ccccc4oc3=N)n2)cc1	5%	2%	23%	-5%	-3%	-0.4%	2%	3	0%	1%	7%
CCN(CC)C(=O)C1CCCN(C(=O)Nc2ccccc2)C1 (configuration not stated)	2%	·	0%	16%	-16%	-0.1%	0%	-1	1%	1%	-6%[7.66 µM]
CCOc1ccc(C(NC(C)=O)c2ccc(OC)c(OC)c2)cc1 (configuration not stated)	1%	-2%	5%	1%	-9%	0.3%	-2%	-6	2%	-2%	8%
O=C(COC(=O)C1CC1)Nc1ccc(S(=O)(=O)N2CCOCC2)cc1	13%	0%	-9%	-12%	5%	-0.2%	-1%	·	3%	1%	21%
COc1ccccc1N1CCN(C(=O)Cn2nc3n(C)c4ccccc4n3c(=O)c2=O)CC1	2%	·	·	·	2%	0.0%	·	-1	1%	0%	·
Cc1ccc(NC(=O)COc2ccc(Br)cc2CO)cc1	15%	·	-7%	25%	2%	-0.1%	-6%	?	18%	-1%	21%
COc1ccc(S(=O)(=O)Nc2ccc(C)cc2)cc1N(C)S(=O)(=O)c1ccc(Cl)cc1	-1%	-21%	-5%	-94%	-1%	-0.1%	-2%	6	-8%	-4%	-53%[inhibitor]
COc1ccc(C(=O)/C=C/Nc2cccc(C)n2)cc1OC	?	-13%	233%[activator]	?	3%	0.6%	-3%	1	?	1%	-11%
CCN1C(=O)[C@H]2[C@H]3CN=C(SCc4ccccc4)N3[C@@](Cc3ccccc3)(C(=O)OC)[C@H]2C1=O	-4%	-7%	-3%	4%	-9%	-1.3%	-1%	·	-1%	-13%	6%
Cc1cc(C)c2c(n1)sc1c(N3CCN(C)CC3)ncnc12	0%	0%	-1%	-17%	-12%	-0.2%	-7%	1	?	0%	-15%
Cc1ccc(NC(=O)CNC2CCS(=O)(=O)C2)cc1C (configuration not stated)	2%	1%	1%	3%	-5%	-0.3%	-1%	-7	-1%	-8%	-16%

# Some of these compounds in order of SMILES length, rising:
structure	p53 reactivator	uPA surface inh	ASM inhibitor	BRCA1 expr act	Eya2 inh	B2AR arrestin	PTAP TSG101 blk	TRPV1 ag	ELG1 genotox	USP2a inh	a7 integrin act
COc1ccc(-c2csc(-c3cc4ccccc4oc3=N)n2)cc1	5%	2%	23%	-5%	-3%	-0.4%	2%	3	0%	1%	7%
Cn1c(=O)c2c(nc(SCC(=O)NCc3ccco3)n2C)n(C)c1=O	-8%	2%	2%	12%	14%	-0.2%	-5%	-1	0%	-4%	7%
Cn1c(=O)c2[nH]c(CCCCCCCc3nc4ccccc4[nH]3)nc2n(C)c1=O	·	-2%	1%	-39%	·	·	-2%	·	·	·	-42%
COc1ccc(S(=O)(=O)Nc2ccc(C)cc2)cc1N(C)S(=O)(=O)c1ccc(Cl)cc1	-1%	-21%	-5%	-94%	-1%	-0.1%	-2%	6	-8%	-4%	-53%[inhibitor]

# New compounds follow:
structure	p53 reactivator	uPA surface inh	ASM inhibitor	BRCA1 expr act	Eya2 inh	B2AR arrestin	PTAP TSG101 blk	TRPV1 ag	ELG1 genotox	USP2a inh	a7 integrin act
Cc1ccc(CN2CCN(Cc3cn(C)nc3-c3ccccc3)CC2CCO)o1 (configuration not stated)	-1%	-4%	5%	2%	6%	3.3%	-1%	-1	0%	12%	-9%
Cc1cc(C(C)(C)C)oc1C(=O)N(CC(=O)NC1CCCC1)c1ccc(F)cc1	-2%	17%	0%	-41%	-7%	0.2%	-3%	?	2%	-1%	-9%
C=CCn1c(=O)c2ccc(C(=O)NCc3ccccc3)cc2n(Cc2ccc(C)cc2)c1=O	-8%	6%	0%	-18%	1%	-0.7%	2%	-3	15%	2%	12%
Brc1cccc(-c2nnc(SCc3ccon3)n2-c2ccccc2)c1	-2%	6%	-2%	-6%	-11%	0.1%	-1%	24	-8%	2%	-1%
O=C(c1cc(COc2ccc(F)cc2Cl)on1)N1CCN(C2CCCC2)CC1	12%	-6%	3%	9%	5%	0.6%	-6%	19	-1%	-1%	10%
C=CCn1c(SCC(=O)NC(N)=O)nnc1-c1cc2c(s1)CCC(CC)C2 (configuration not stated)	11%	-3%	3%	-12%	-7%	0.1%	-1%	?	-1%	0%	9%
C=CC[C@H](CC(=O)N[C@H](CO)Cc1ccccc1)C(=O)N[C@@H](COC(=O)[C@@H](CC=C)Cc1ccc(F)cc1)Cc1c[nH]c2ccccc12	-4%	-7%	0%	-46%	0%	-0.6%	3%	·	-6%	-1%	-12%
CC(C)(O)C#Cc1ccc(C(=O)N2CCC(CCC(=O)NC3CC3)CC2)cc1	-3%	3%	-3%	2%	-4%	-0.4%	·	-1	9%	-2%	-11%
O=C(CCCCCNC(=O)c1ccccc1)N/N=C/c1ccccc1O	20%	-6%	242%[activator]	-44%	2%	-0.4%	0%	0	?	2%	-23%

# Some values from the list:
# ELG1 genotox with Brc1cccc(-c2nnc(SCc3ccon3)n2-c2ccccc2)c1 : -8%
# BRCA1 expr act with O=C(CCCCCNC(=O)c1ccccc1)N/N=C/c1ccccc1O : -44%
